# LYP inhibition – PTPN22 lymphoid phosphatase activity blockers – biochemical, fluorescence intensity, uHTS (AID 1779). 0.054% of 290,000 active. recombinant LYP phosphatase, fluorescence intensity; higher % means a stronger effect. one-dose inhibition, % at 11.5 µM; IC50 in µM for titrated hits; in the data active means inhibition above about 50%;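 further: plate controls were vehicle with enzyme for no effect and no enzyme for full effect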
# Autophagy mod – alters autophagy in cells; MEF GFP-LC3 puncta imaging; test concentration mostly 10 µM; calls only at 10 µM (by protocol); 0.98% of 190,000 active;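 active means percentage of spot-positive cells more than 3 SD above its plate mean, without a fluorescence outlier flag or 80% toxicity; inconclusive means no clear call, values can overlap the other calls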;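 further: spot-positive cell cutoff set from DMSO-treated cells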
# K1F lysis inhibition – inhibition of K1F phage lysis, E. coli UTI89, bacterial capsule biogenesis inhibitors, alamar blue (AID 488966) | inhibition, % at 100 µM; hits with a dose series show IC50 in µM | 0.02% of 340,000 active | E. coli UTI89 K1F phage lysis, alamar blue, 2 h; higher % means a stronger effect;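 active means phage lysis inhibition, versus mean bacterial control, above a set limit; inconclusive means no clear call, values can overlap the other calls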;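 further: capsule biogenesis inhibitors block K1F phage lysis so surviving cells raise fluorescence; higher fluorescence means more inhibition of phage lysis; actives were called in the ten point dose series up to 300 µM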
# NS5 inhibitors – flavivirus cap methylation enzyme inhibition – biochemical, confirmation dose response, primary screen (AID 588689); Dengue-2 NS5 methyltransferase capping enzyme assay, biochemical; higher % means a stronger effect; inhibition, % at 25 µM; hits with a dose series show IC50 in µM; 0.3% of 340,000 active; in the data active means a potency from the dose series; inconclusive means inhibition above about 29% without an active follow-up result
# GPR35 arrestin U2OS – inhibition of zaprinast-stimulated GPR35 beta-arrestin translocation – imaging, U2OS, beta-arrestin-GFP, zaprinast agonist, primary screen (AID 2058); U2OS GPR35 beta-arrestin-GFP translocation imaging, zaprinast antagonism; higher % means a stronger effect; inhibition, % at 10 µM; hits with a dose series show IC50 in µM; 0.052% of 290,000 active;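 active means inhibition of at least 50% with at least 30 cells and total cytoplasm GFP at most 10,000,000; inconclusive means under 30 cells or total GFP of 10,000,000 plus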
# AID2073 – disruptors of CaV2.2 binding to Mint1 – biochemical, HTRF (AID 2073); HTRF protein-protein interaction, Mint1-CaV2.2; higher % means a stronger effect; inhibition, % at 20 µM, or IC50 in µM where a hit was titrated; 0.19% of 290,000 active; in the data active means inhibition mostly above about 51%, no sharp cut-off; inconclusive means no clear call, values can overlap the other calls; inactive means mostly below about 53%; further: some results filed as inactive read as strong as hits
# RSV antiviral HEp-2 – RSV antiviral activity via CPE protection, HEp-2 cells, primary 10 µM value included (AID 2391); HEp-2 cells, RSV-induced CPE inhibition; higher % means a stronger effect; one-dose CPE inhibition, % at 10 µM; IC50 in µM for titrated hits; 0.13% of 310,000 active; in the data active means a potency from the dose series; inconclusive means CPE inhibition mostly from about 23% at the one dose, without a potency; inactive means the rest, 99 in 100 with CPE inhibition below about 21%; further: strong numbers were not always called active
# WT yeast gro inh – growth inhibition of WT yeast, mitochondrial fusion screen; AID 1362; inhibition, % at 10 µM; mitochondrial fusion phenotypic screen, WT strain; 2.1% of 190,000 active; in the data active means inhibition above about 58%; tested in S. cerevisiae
# NTR1 agonist – agonists of NTR1, primary screen, imaging, U2OS cells, beta-arrestin-GFP, high content (AID 493036). P30989. 0.17% of 330,000 active. NTR1-U2OS beta-arrestin-GFP spot imaging, agonist mode. activation, % at 20 µM;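 active means activation at or above 40% of the spot to cytoplasm intensity ratio, with at least 20 cells analyzed; inconclusive means wells under 20 cells, flagged as cytotoxic or low count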;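 further: 0% = DMSO without peptide and 100% = 100 nM NTR1 peptide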
# Target sequence (P30989 whole entry, looked up): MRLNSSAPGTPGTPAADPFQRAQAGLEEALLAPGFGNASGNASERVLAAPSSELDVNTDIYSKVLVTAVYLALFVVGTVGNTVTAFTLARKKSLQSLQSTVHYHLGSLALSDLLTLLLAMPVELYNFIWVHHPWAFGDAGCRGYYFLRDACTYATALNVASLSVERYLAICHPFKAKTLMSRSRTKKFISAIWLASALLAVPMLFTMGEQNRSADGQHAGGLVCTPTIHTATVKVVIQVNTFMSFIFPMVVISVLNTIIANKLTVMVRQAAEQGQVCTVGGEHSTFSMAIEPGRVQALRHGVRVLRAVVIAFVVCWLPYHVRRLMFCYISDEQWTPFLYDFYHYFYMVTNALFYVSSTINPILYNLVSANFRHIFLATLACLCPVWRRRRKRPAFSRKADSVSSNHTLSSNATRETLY
# WT yeast gro inh mutant strain – second read-out of WT yeast gro inh, no call of its own (marks repeat the call); inhibition, %; mitochondrial fusion phenotypic screen, mutant strain inhibition
# Autophagy mod cell loss 18 h – further read-out of Autophagy mod, marked with its call; toxicity, %; measured here: cell loss, nuclei count;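 cell loss after 18 h compound exposure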
# NTR1 agonist cell count 20 µM – also measured in NTR1 agonist; calls as there; cell count; measured here: cell count, cytotoxicity flag
# NS5 inhibitors pilot replicate – also measured in NS5 inhibitors; calls as there; inhibition, %; measured here: pilot screen replicate inhibition
# Active calls of the source: *; i = inactive; ? = inconclusive; . = no result given; & = joins results of further samples; [ ] = dose if it differs, or a comment.
SMILES,LYP inhibition,Autophagy mod,Autophagy mod cell loss 18 h,K1F lysis inhibition,NS5 inhibitors,GPR35 arrestin U2OS,AID2073,RSV antiviral HEp-2,WT yeast gro inh,WT yeast gro inh mutant strain,NTR1 agonist,NTR1 agonist cell count 20 µM,others
Cc1ccc(S(=O)(=O)N(C)CC(=O)OCC(=O)N2CCN(c3ccccc3)CC2)cc1,5%,i,-5,-0.3%,-5%,10%,-2%,2.2%,-22,9,0.7,77,
Cc1c(NC(=O)C(C)OC(=O)c2ccc([N+](=O)[O-])s2)c(=O)n(-c2ccccc2)n1C (stereo not given),-6%,i,13,-0.1%,-9%,-9%,4%,2.0%,-30,-9,0.1,24,
CSc1nc(C)cc(Oc2ccc(=O)n(C)n2)n1,0%,i,5,0.3%,1%,-11%,-2%,2.0%,-2,-24,1.0,72,
CC(C)C1NC(C(=O)O)Cc2c1[nH]c1ccccc21 (stereo not given),-16%,.,.,-0.7%,20%,-7%,6%,6.5%,.,.,-0.9,62,
CCOC(=O)Nc1ccc2c(c1)N(C(=O)OCCN(C)C)c1ccccc1CC2,-4%&-9%,i,9,9.7%&-3.2%,-1%&3%,-14%&2%,4%&-12%,0.4%&-1.0%,11&2,0&-1,-2.6&-1.9,48&69,
CCCNC(=O)c1onc(CSc2ccccn2)c1C(=O)NCCC,0%,.,.,-0.1%,-1%,4%,2%,1.4%,.,.,-1.6,85,
Cc1cc(C)c2c(c1)/C(=N/NS(=O)(=O)c1ccccc1)CCC2,-2%,i,2,1.7%,3%,5%,-5%,0.8%,2,-6,-1.2,65,
CCN1C(=O)/C(=C2/C=CC=CN2C)OC1=S,-10%,i,11,-0.1%,-4%,-8%,0%,0.4%,-14,-4,-1.7,77,
CCn1nc(C)c(NC(=O)/C=C/c2ccc(OC)c(COc3ccc(Br)cc3)c2)c1C,6%,i,7,0.4%,-5%,-6%,1%,45%,46,-40,9.1,77,NS5 inhibitors pilot replicate=-2.1
Clc1cccc2sc(N3CCN(c4ccccc4)CC3)nc12,1%,i,10,2.7%[50 µM],-3%,-8%,1%,14%,24,16,2.8,46,
COc1ccc(C(=O)c2cnc3ccccc3c2-c2ccccc2)cc1,2%,i,12,0.0%,0%,10%,6%,6.0%,5,12,10,92,
Cc1cccc(NC(=O)C2CCN(C(=O)c3ccccc3C)CC2)n1,.,.,.,-0.6%,-4%,.,.,0.6%,.,.,-0.9,64,
Cn1c(=O)c2c(nc(CN3CCN(CCO)CC3)n2Cc2ccccc2Cl)n(C)c1=O,-8%,.,.,0.1%,2%,-9%,8%,0.2%,14,2,-1.7,67,
O=C(Nc1c2c(nn1-c1ccccc1)CS(=O)(=O)C2)C1CCCC1,-2%,.,.,-0.1%[50 µM],-2%,0%,7%,0.6%,.,.,-0.4,42,
COc1ccc(N=Cc2ccc(CNS(=O)(=O)c3ccc(Cl)cc3)o2)cc1,-5%,i,29,-0.3%,-8%,2%,-9%,1.2%,25,10,0.3,34,
COc1ccc2cc3c(N)nn(C(=O)c4ccc(F)cc4)c3nc2c1,-4%,.,.,0.1%,-8%,5%,6%,3.4%,.,.,7.1,60,
Cc1nc(-n2ncc(C#N)c2N)c2c3c(sc2n1)CCC3,-2%,i,1,0.5%,-2%,6%,8%,1.5%,-4,-9,6.1,57,NS5 inhibitors pilot replicate=-2.4
COC(=O)c1sc2[nH]c(=S)n(N)c(=O)c2c1C,-1%,i,14,0.7%,-3%,3%,36%,.,-12,-16,.,.,
COc1cc(NC(=O)Cn2nc(C(F)(F)F)c3c2CCCC3)cc(OC)c1OC,-7%,i,3,0.0%,-4%,-1%,-3%,-1.4%,-2,-9,-1.2,48,
CCOc1ccc(-c2nn3c(-c4ccccc4)nnc3s2)cc1,2%,i,1,4.0%,-4%,-5%,-24%,1.1%,15,-10,9.4,84,
COc1ccc(OCCC(=O)OCC(=O)NCc2ccco2)cc1,0%,i,12,-0.3%,-6%,-4%,48%,2.6%,12,11,-2.0,72,
Cc1cccc(C)c1NC(=O)COC(=O)c1ccc(N2CCCC2)c([N+](=O)[O-])c1,-1%,i,-9,2.3%,-7%,8%,-7%,3.5%,-13,-28,-2.2,41,
COC(=O)CNC(=O)C1Nc2ccccc2C2C=CCC12 (stereo not given),.,.,.,1.0%,22%,.,.,3.2%,.,.,-1.9,95,
CCOc1ccc(S(N)(=O)=O)cc1-c1nc2c(C(C)(C)C)nn(C)c2c(=O)[nH]1,-4%,.,.,0.1%,-4%,4%,-16%,-1.0%,.,.,1.5,56,
CC1=NN(C(=O)c2ccccc2C)C(O)(c2ccc(Cl)cc2)C1 (stereo not given),-12%,.,.,-0.1%,3%,6%,0%,6.3%,.,.,-0.3,62,

# The list goes on, overlapping the part above by 2 compounds.
SMILES,LYP inhibition,Autophagy mod,Autophagy mod cell loss 18 h,K1F lysis inhibition,NS5 inhibitors,GPR35 arrestin U2OS,AID2073,RSV antiviral HEp-2,WT yeast gro inh,WT yeast gro inh mutant strain,NTR1 agonist,NTR1 agonist cell count 20 µM,others
CCOc1ccc(S(N)(=O)=O)cc1-c1nc2c(C(C)(C)C)nn(C)c2c(=O)[nH]1,-4%,.,.,0.1%,-4%,4%,-16%,-1.0%,.,.,1.5,56,
CC1=NN(C(=O)c2ccccc2C)C(O)(c2ccc(Cl)cc2)C1 (stereo not given),-12%,.,.,-0.1%,3%,6%,0%,6.3%,.,.,-0.3,62,
CCCCNC(=O)CCn1nc(-c2ccccc2)c2ccccc2c1=O,0%,.,.,0.0%,-7%,14%,1%,1.0%,.,.,0.5,43,
Cc1nn(-c2ccccc2)c2nc(=O)n(-c3ccccc3)cc12,-7%,i,-8,-0.3%,-3%,-3%,10%,2.9%,14,16,1.3,56,
CC(NC(=O)/C=C/c1ccc(Br)cc1)c1ccccc1 (stereo not given),-4%,i,4,2.2%,-3%,11%,0%,14%,4,-23,2.7,46,
COc1cccc(C(=O)Nc2ccc(NC(=O)C3CCCCC3)nc2)c1,-13%,.,.,0.3%,-5%,-10%,5%,.,.,.,3.5,52,
CCN(C(=O)COc1cc(=O)n(CC)c2ccccc12)c1cccc(Cl)c1,0%,i,7,0.0%,0%,-4%,0%,6.0%,3,22,1.0,54,
CCOc1ccc2nc(Cl)c(C3CC(c4ccccc4)=NN3C(=O)c3ccco3)cc2c1 (stereo not given),-2%,i,0,.,.,8%,2%,2.5%,-14,12,4.1,72,
Cc1ccc(-c2nc(N)n(C(=O)c3cccnc3)n2)cc1,-3%,i,2,0.1%,-8%,0%,2%,-0.2%,-7,-1,-1.1,90,
COc1ccc(C)cc1N(CC(=O)N1CCCC1)S(C)(=O)=O,-8%,.,.,-1.3%,-2%,14%,9%,0.9%,.,.,0.6,74,
Cc1ccc(NC(=O)CN(C)C(=O)COc2c(Cl)cc(Cl)c3ccc(C)nc23)cc1,9%,i,8,-0.1%,-7%,14%,7%,0.2%,7,9,12,77,
COc1ccccc1N1Cc2ccccc2C1,-7%,i,5,0.2%,1%,12%,-4%,3.3%,6,1,1.6,91,
COC(=O)c1cc2ccsc2n1CC(=O)NCC1CCCO1 (stereo not given),-9%,i,9,2.4%,0%,9%,8%,2.3%,-16,41,1.0,57,
Cn1c(=O)[nH]c(NCCc2ccc(O)cc2)c([N+](=O)[O-])c1=O,.,.,.,-1.1%,-3%,.,.,-2.3%,.,.,0.2,43,
COc1ccccc1C(=O)C1CCCN(C(=O)CCn2cnnn2)C1 (stereo not given),-9%,.,.,1.5%,-1%,5%,2%,-1.8%,.,.,1.4,51,
O=C(c1ccccn1)N(Cc1ccco1)C1(C(=O)NC2CCCC2)CCCCC1,-8%,i,-5,0.9%,-2%,-3%,-4%,-0.8%,13,2,-0.3,74,
O=C(N1CCOCC1)C1(c2ccc(Cl)cc2)CCCC1,-7%,i,5,0.5%,-8%,16%,9%,0.3%,2,-13,0.1,56,
C=CCn1c(SCC(=O)NC2CCCCC2)nnc1-c1cccnc1,-9%,.,.,0.0%,-2%,-2%,7%,0.8%,.,.,1.2,37,
CC(C)c1ccccc1OS(N)(=O)=O,-11%,.,.,-1.4%,5%,-2%,-2%,-1.6%,.,.,-0.4,95,
Oc1ccccc1C=NC(c1ccccc1)C(O)c1ccccc1 (stereo not given),-1%,i,3,1.8%[50 µM],-9%,-6%,7%,0.0%,-5,-5,2.3,67,
O=C(N/N=C/c1ccc(OCc2ccccc2)cc1)c1ccc(O)cc1,2%,i,4,0.4%,-6%,-8%,13%,4.8%,19,2,1.1,60,
CSc1nc(Cl)c(C#N)c(-c2ccc(C)cc2)n1,-4%,i,-10,-1.3%,-4%,62%*,-3%,2.5%,6,1,3.1,51,
Cn1c(-c2sc(=S)n(-c3ccccc3)c2N)nc2ccccc21,0%,i,-3,9.4%,-3%,12%,-16%,1.9%,31,-1,3.8,54,
Cc1c(N=Nc2c(-c3ccc([N+](=O)[O-])cc3)[nH]n(C(N)=S)c2=O)cccc1[N+](=O)[O-],3%,i,-2,1.0%,8%,-5%,16µM*,.,23,15,.,.,
CCOC(=O)C1CCN(C(=O)c2cccc(Cl)c2)CC1,-5%,i,-1,0.5%,2%,20%,-6%,-0.3%,-8,-8,-1.1,49,
Cc1c(C(=O)OC(C)C)[nH]c2c1C(=O)CCC2,0%,i,-7,0.7%,-5%,-9%,-4%,1.6%,-5,7,0.8,71,
O=C(NCCc1ccccc1)c1c(F)cccc1F,-7%,i,-9,0.5%,.,20%,2%,1.9%,-5,4,-0.5,42,
# (listing goes on)
SMILES,LYP inhibition,Autophagy mod,Autophagy mod cell loss 18 h,K1F lysis inhibition,NS5 inhibitors,GPR35 arrestin U2OS,AID2073,RSV antiviral HEp-2,WT yeast gro inh,WT yeast gro inh mutant strain,NTR1 agonist,NTR1 agonist cell count 20 µM,others
OC(CN1CCCCC1)Cn1c(C(F)(F)F)nc2ccccc21 (stereo not given),2%,i,1,-0.7%[50 µM],-1%,6%,10%,-0.3%,4,3,-1.0,66,
COc1ccc(/C=C/c2nc3sc4c(c3c(=O)o2)CCC4)cc1,.,i,9,-0.1%,?,.,.,2.5%,.,.,2.9,36,
O=C(Cc1nnc(NC(=O)Nc2ccccc2)s1)Nc1ccccc1,-2%,.,.,.,.,-3%,?,1.2%,.,.,1.2,48,
Cc1cccc(C(=O)OCc2cc(=O)oc3c(C)c(C)ccc23)c1O,-12%,.,.,0.1%,0%,-1%,8%,1.0%,.,.,-0.6,48,
CC1CCCCC1NC(=O)COC(=O)c1ccc2c(c1Cl)C(=O)c1ccccc1C2=O (stereo not given),2%,i,10,0.2%,5%,-4%,-1%,0.1%,10,-1,9.1,82,
Cc1nc(-c2ccccc2)sc1C(=O)NN,-7%,i,34,1.7%,-5%,-2%,10%,0.1%,-11,4,4.3,27,

# Bioassay records (PubChem)
